tim10-1 inh: growth inhibitors of tim10-1 mutant yeast | S. cerevisiae tim10-1 ts strain growth, BacTiter-Glo, 24 h | inhibition, % at 20 µM | hit rate 2.2% among 330,000 | AID 463190;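 active = inhibition of at least 40%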;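 note: mutant grown at 25 °C; 0% = DMSO wells with yeast and 100% = wells holding no yeast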
TIM10 inh: TIM10 yeast growth inhibition; S. cerevisiae TIM10 strain growth, BacTiter-Glo luminescence, 24 h; inhibition, % at 10 µM; AID 463195; hit rate 1.4% among 330,000;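 active = inhibition of 40% or more at the single tested concentration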;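 note: wild-type TIM10 isogenic control strain grown at permissive 25 °C; 0% = DMSO yeast wells and 100% = minimal medium wells without yeast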
NLRP3 yeast inh: NALP3 inhibition in yeast | Yeast reconstituted NLRP3/ASC/caspase-1, beta-gal luminescence, 24 h | inhibition, % at 10 µM | hit rate 0.39% among 330,000 | AID 2825;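 active = inhibition of 50% or more; inactive = inhibition below 50%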;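 note: plate controls were induced DMSO wells for no effect and uninduced yeast grown without galactose for full effect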
mIAP block: mouse IAP inhibition; purified mouse IAP, CDP-Star luminescence, 30 min; inhibition, % at 10 µM; hit rate 0.2% among 330,000;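 active = inhibition of at least 40% at 10 µM in the primary screen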;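 note: plate controls were DMSO with enzyme for no effect and no enzyme wells for full effect; values of inactives mirror those of a sister screen read the other way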
ATG4B inh: blocks human ATG4B protease cleavage of LC3 substrate; hit rate 0.51% among 340,000; AID 504462; inhibition, % at 8.33 µM; ATG4B cleavage of LC3-PLA2, NBD-HPC fluorescence, 1 h; in the data active = inhibition above about 40%
Target sequence (Q9Y4P1 whole entry, looked up): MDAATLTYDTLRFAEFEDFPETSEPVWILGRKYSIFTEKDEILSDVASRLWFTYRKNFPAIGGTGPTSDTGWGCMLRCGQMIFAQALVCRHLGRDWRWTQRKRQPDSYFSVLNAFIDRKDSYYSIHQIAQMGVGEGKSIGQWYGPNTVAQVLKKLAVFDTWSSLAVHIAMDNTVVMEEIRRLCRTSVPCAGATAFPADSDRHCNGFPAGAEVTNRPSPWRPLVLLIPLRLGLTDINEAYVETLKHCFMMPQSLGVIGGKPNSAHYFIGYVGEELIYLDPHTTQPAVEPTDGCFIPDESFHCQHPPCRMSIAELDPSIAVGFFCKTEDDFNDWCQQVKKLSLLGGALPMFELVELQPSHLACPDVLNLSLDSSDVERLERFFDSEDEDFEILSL
hIAP act: human IAP activation; P09923; purified human IAP, CDP-Star luminescence, 30 min; hits give high values; 1 = vehicle-only enzyme, 0 = enzyme-free background; activation factor at 10 µM; hit rate 0.16% among 330,000;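 active = activation factor of the enzyme at least 2-fold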; note: the source names both 10 and 20 µM as test concentration; values of inactives mirror those of a sister screen read the other way
Target sequence (P09923 whole entry, looked up): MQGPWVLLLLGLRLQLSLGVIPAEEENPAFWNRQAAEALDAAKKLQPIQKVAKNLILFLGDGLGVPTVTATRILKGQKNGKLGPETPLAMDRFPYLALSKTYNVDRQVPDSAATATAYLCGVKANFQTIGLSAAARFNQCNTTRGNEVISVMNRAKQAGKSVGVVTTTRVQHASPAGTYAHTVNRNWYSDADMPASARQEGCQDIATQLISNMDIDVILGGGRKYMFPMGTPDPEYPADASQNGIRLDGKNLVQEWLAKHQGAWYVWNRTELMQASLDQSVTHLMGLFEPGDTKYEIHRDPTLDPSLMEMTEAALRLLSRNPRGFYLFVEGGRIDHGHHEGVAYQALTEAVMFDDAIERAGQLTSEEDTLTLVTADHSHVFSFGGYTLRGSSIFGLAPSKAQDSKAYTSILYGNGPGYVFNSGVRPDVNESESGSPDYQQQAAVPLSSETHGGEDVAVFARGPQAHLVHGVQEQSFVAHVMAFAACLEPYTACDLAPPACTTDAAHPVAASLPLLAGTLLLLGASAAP
Apaf1 inhib: human Apaf-1 inhibition; AID 489030; inhibition, % at 20 µM; reconstituted apoptosome caspase-3 activity, DEVD-Rh110 fluorescence; hit rate 0.71% among 330,000; active = inhibition of at least 40% at 20 µM;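 note: plate controls were DMSO wells for no effect and DEVD-CHO caspase inhibitor wells for full effect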
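System: reconstituted apoptosome with Apaf-1, cytochrome c, caspase-9, procaspase-3, dATP; Signal: Rh110 fluorescence intensity; Schedule: 30 min compound preincubation, 50 min activation, room temperature; Reagent: cytochrome c trigger plus (Z-DEVD)2-Rh110 caspase-3 substrate.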
hIAP inh: human IAP inhibition; P09923; purified IAP, CDP-Star luminescence, 30 min; inhibition, % at 10 µM; hit rate 0.12% among 330,000; AID 2544;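 active = inhibition reaching a set limit with compound at 10 µM in the primary screen, cut at about 35% in these data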;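 note: plate controls were DMSO wells with enzyme for no effect and no-enzyme buffer wells for full effect; values of inactives mirror those of a sister screen read the other way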
mIAP activ: mouse IAP activation; muIAP, CDP-Star luminescence, 30 min; hits give high values; 1 = vehicle-only enzyme signal, 0 = enzyme-free wells; activation factor at 10 µM; hit rate 0.24% among 330,000; AID 2805;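 active = activation factor of at least 2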; note: the source names both 10 and 20 µM as test concentration; values of inactives mirror those of a sister screen read the other way
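System: Mouse IAP enzyme | Also added: CDP-Star substrate | Dosing: Compounds dispensed in DMSO | Schedule: 30 min enzyme-substrate-compound incubation at room temperature | Technique: Chemiluminescence readout | Control set: DMSO-only wells and no-enzyme negative control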
Starred values were filed as active, the others as inactive.

CC1CCN(CCNC(=O)C2CCCN(c3ncnc4c3nc3n4CCCCC3)C2)CC1 (centres undefined) was read as tim10-1 inh -9, TIM10 inh 3, NLRP3 yeast inh 6, mIAP block 0, ATG4B inh -5, hIAP act 1.3, Apaf1 inhib 4, hIAP inh -31 and mIAP activ 1.
CC(Oc1ccc(Cl)cc1)c1ccnn1S(=O)(=O)c1ccccc1 (centres undefined) was read as tim10-1 inh 19, TIM10 inh 2, NLRP3 yeast inh 14, mIAP block 14, ATG4B inh -8, hIAP act 0.91, Apaf1 inhib 23, hIAP inh 9 and mIAP activ 0.86.
`CC(=O)CSc1nnc(Cc2ccc([N+](=O)[O-])cc2)o1` gave tim10-1 inh -8, TIM10 inh -7, NLRP3 yeast inh 6, mIAP block 11, ATG4B inh -8, hIAP act 0.8, Apaf1 inhib -2, hIAP inh 20 and mIAP activ 0.89.
For CCN(CC)S(=O)(=O)c1ccc(C)c(C(=O)Oc2cccc(-c3cnc4ccccc4n3)c2)c1 the results were tim10-1 inh 30, TIM10 inh 5, NLRP3 yeast inh -6, mIAP block 4, ATG4B inh 0, hIAP act 1, Apaf1 inhib 4, hIAP inh -2 and mIAP activ 0.96.
Screening Cc1cc(C)n(-c2ccc(C(=O)OCC(=O)Nc3ccccc3[N+](=O)[O-])cc2)n1 returned tim10-1 inh 3, TIM10 inh 10, NLRP3 yeast inh 14, mIAP block 0, ATG4B inh 3, hIAP act 1, Apaf1 inhib 0, hIAP inh -5 and mIAP activ 1.
`O=C(NCC1CCCO1)C1CCCN(S(=O)(=O)c2cc(Cl)ccc2Cl)C1` (centres undefined) gave tim10-1 inh 9, TIM10 inh -4, NLRP3 yeast inh 12, mIAP block -6, ATG4B inh -8, hIAP act 1.1, Apaf1 inhib 5, hIAP inh -14 and mIAP activ 1.1.
Screening CCOC(=O)N1CCN(C(=O)c2ccc3c(=O)n(-c4ccccc4F)c(=S)[nH]c3c2)CC1 returned tim10-1 inh 12, TIM10 inh -9, NLRP3 yeast inh 13, mIAP block -10, ATG4B inh 3, hIAP act 1.1, Apaf1 inhib -11, hIAP inh -8 and mIAP activ 1.1.
`Cn1c(N)c(C(=O)COC(=O)Cc2ccc(F)cc2)c(=O)n(C)c1=O` gave tim10-1 inh 8, TIM10 inh 3, NLRP3 yeast inh 13, mIAP block -1, ATG4B inh 0, hIAP act 1.1, Apaf1 inhib 0, hIAP inh -13 and mIAP activ 1.
For O=C(CCNC(=O)c1ccc(Cl)cc1)NCC(c1ccco1)N1CCCC1 (centres undefined) the results were tim10-1 inh 1, TIM10 inh -10, NLRP3 yeast inh 5, mIAP block 3, ATG4B inh -8, hIAP act 1, Apaf1 inhib 2, hIAP inh -5 and mIAP activ 0.97.
`O=C(NCc1ccccc1CN1CCCC1)c1cccc(S(=O)(=O)Nc2ccc(F)cc2)c1` gave tim10-1 inh -5, TIM10 inh -6, NLRP3 yeast inh 13, mIAP block 0, ATG4B inh 12, hIAP act 0.99, Apaf1 inhib 17, hIAP inh 1 and mIAP activ 1.
For Cc1ccc(S(=O)(=O)N(CC(=O)NCC2CCCO2)Cc2ccc(F)cc2)cc1 (centres undefined) the results were tim10-1 inh 24, TIM10 inh 9, NLRP3 yeast inh 7, mIAP block -10, ATG4B inh -5, hIAP act 1.3, Apaf1 inhib 2, hIAP inh -27 and mIAP activ 1.1.
For CCN(CC)CCNc1oc(-c2ccccc2)nc1S(=O)(=O)c1ccccc1 the results were tim10-1 inh 0, TIM10 inh 5, NLRP3 yeast inh 8, mIAP block -7, ATG4B inh -5, hIAP act 0.95, Apaf1 inhib 9, hIAP inh 5 and mIAP activ 1.1.
Screening O=C(COC(=O)CNC(=O)C1CCCCC1)Nc1ccccc1Cl returned tim10-1 inh 0, TIM10 inh -2, NLRP3 yeast inh 4, mIAP block -6, ATG4B inh 0, hIAP act 1.1, Apaf1 inhib 2, hIAP inh -10 and mIAP activ 1.1.
For Cc1ccc(-c2ocnc2C(=O)Nc2nc(C)cs2)cc1 the results were tim10-1 inh 8, TIM10 inh -8, NLRP3 yeast inh 22, mIAP block 0, ATG4B inh 4, hIAP act 0.9, Apaf1 inhib 12, hIAP inh 10 and mIAP activ 1.
`CCCCCN1CC(O)=C(c2nc3ccccc3[nH]2)C1=N` gave tim10-1 inh 6, TIM10 inh -34, NLRP3 yeast inh -6, mIAP block -30, ATG4B inh 4, hIAP act 2.1*, Apaf1 inhib 4, hIAP inh -111 and mIAP activ 1.3.
Screening O=C(/C=C/c1ccc(Cl)cc1)Nn1c(-c2cccs2)nc2ccccc2c1=O returned tim10-1 inh 9, TIM10 inh -17, NLRP3 yeast inh 4, mIAP block 10, ATG4B inh 3, hIAP act 0.88, Apaf1 inhib 4, hIAP inh 12 and mIAP activ 0.9.
CCN1CCN(CC(=O)N2N=C(c3cccs3)CC2c2ccc(C)cc2)C(=O)C1=O (centres undefined) was read as tim10-1 inh 10, TIM10 inh -11, NLRP3 yeast inh -6, mIAP block 2, ATG4B inh -4, hIAP act 1, Apaf1 inhib 7, hIAP inh -4 and mIAP activ 0.98.
`CS(=O)(=O)N(CC(=O)N1CCCC1)c1cc(C(F)(F)F)ccc1Cl` gave tim10-1 inh 9, TIM10 inh -14, NLRP3 yeast inh 3, mIAP block -1, ATG4B inh 5, hIAP act 1, Apaf1 inhib -7, hIAP inh -1 and mIAP activ 1.
`O=C(NC(=S)Nc1ccc2c(c1)OCO2)c1ccccc1` gave tim10-1 inh -4, TIM10 inh 18, NLRP3 yeast inh 30, mIAP block 8, ATG4B inh -1, hIAP act 0.87, Apaf1 inhib 11, hIAP inh 13 and mIAP activ 0.92.
`NC(=O)C1CC(=O)N(c2ccc(OCC(=O)Nc3ccc(Cl)cc3)cc2)C1` (centres undefined) gave tim10-1 inh -6, TIM10 inh 7, NLRP3 yeast inh -1, mIAP block 1, ATG4B inh -4, hIAP act 0.92, Apaf1 inhib 4, hIAP inh 8 and mIAP activ 0.99.
Screening CCOc1ccccc1N1CCN(CC(=O)Nc2nc(C)c(C(=O)N(C)C)s2)CC1 returned tim10-1 inh -13, TIM10 inh -5, NLRP3 yeast inh 5, mIAP block -3, ATG4B inh -1, hIAP act 1.1, Apaf1 inhib -5, hIAP inh -10 and mIAP activ 1.
Screening COCCn1c(C)cc(C(=O)COC(=O)c2ccc([N+](=O)[O-])o2)c1C returned tim10-1 inh 23, TIM10 inh 20, NLRP3 yeast inh 13, mIAP block 10, ATG4B inh 1, hIAP act 1, Apaf1 inhib -4, hIAP inh -2 and mIAP activ 0.9.
`O=[N+]([O-])c1cccc(S(=O)(=O)c2ccc(NCCOCCO)c([N+](=O)[O-])c2)c1` gave tim10-1 inh 4, TIM10 inh 9, NLRP3 yeast inh 6, mIAP block 4, ATG4B inh 2, hIAP act 0.89, Apaf1 inhib -5, hIAP inh 11 and mIAP activ 0.96.
`O=C(Nc1ccc(Br)cc1Cl)c1cnccn1` gave tim10-1 inh 21, TIM10 inh -2, NLRP3 yeast inh 19, mIAP block 11, ATG4B inh 0, hIAP act 0.95, Apaf1 inhib 12, hIAP inh 5 and mIAP activ 0.89.
Screening CCOC(=O)c1ccccc1NC(=O)c1ccc2c(SCC(=O)O)c3c(nc2c1)CCCC3 returned tim10-1 inh 1, TIM10 inh 8, NLRP3 yeast inh 7, mIAP block -3, ATG4B inh 6, hIAP act 0.93, Apaf1 inhib 33, hIAP inh 7 and mIAP activ 1.
For COc1ccc2ccccc2c1/C=N/NC(=O)c1ccccc1F the results were tim10-1 inh 11, TIM10 inh 16, NLRP3 yeast inh 23, mIAP block 3, ATG4B inh -5, hIAP act 1.1, Apaf1 inhib 8, hIAP inh -6 and mIAP activ 0.97.
For C(=N\N(c1ccccc1)c1ccccc1)/c1ccccn1 the results were tim10-1 inh -5, TIM10 inh -4, NLRP3 yeast inh 21, mIAP block 5, ATG4B inh 8, hIAP act 0.77, Apaf1 inhib 17, hIAP inh 23 and mIAP activ 0.95.
`c1ccc(-c2ccc(-c3[nH]ncc3CN3CCC(N4CCSCC4)CC3)cc2)cc1` gave tim10-1 inh 5, TIM10 inh 17, NLRP3 yeast inh 20, mIAP block 0, ATG4B inh 7, hIAP act 1.1, Apaf1 inhib 13, hIAP inh -14 and mIAP activ 1.
COc1ccc(O)c(/C=N/NC(=O)CSc2nnc(C)n2-c2ccccc2)c1 was read as tim10-1 inh 9, TIM10 inh 2, NLRP3 yeast inh 10, mIAP block -18, ATG4B inh -4, hIAP act 1.1, Apaf1 inhib -6, hIAP inh -15 and mIAP activ 1.2.
`O=C(NC1C(=O)NNC1c1ccccc1)c1ccc(F)cc1` (centres undefined) gave tim10-1 inh 5, TIM10 inh 11, NLRP3 yeast inh 3, mIAP block 0, ATG4B inh -5, hIAP act 0.92, Apaf1 inhib 34, hIAP inh 8 and mIAP activ 1.
CN(Cc1nc2ccccc2c(=O)[nH]1)C(=O)c1ccc(S(=O)(=O)N2CCCC2)cc1 was read as tim10-1 inh -1, TIM10 inh 2, NLRP3 yeast inh -1, mIAP block -1, ATG4B inh -5, hIAP act 1, Apaf1 inhib -6, hIAP inh -3 and mIAP activ 1.
`O=C(CSc1nnc(SCc2ccc(Cl)cc2)s1)c1ccc2c(c1)OCO2` gave tim10-1 inh -14, TIM10 inh -10, NLRP3 yeast inh 25, mIAP block 15, ATG4B inh 13, hIAP act 1.1, Apaf1 inhib 4, hIAP inh -8 and mIAP activ 0.85.
Cc1ccccc1C(=O)NCCCNC(=O)c1ccccn1 was read as tim10-1 inh -3, TIM10 inh 7, NLRP3 yeast inh 7, mIAP block 6, ATG4B inh -14, hIAP act 1, Apaf1 inhib -2, hIAP inh -1 and mIAP activ 0.94.
`CCCN1CCN(C(=O)Cn2c(=O)oc3cc(S(=O)(=O)NCc4ccccc4)ccc32)CC1` gave tim10-1 inh 9, TIM10 inh -1, NLRP3 yeast inh 0, mIAP block -2, ATG4B inh -9, hIAP act 0.96, Apaf1 inhib -2, hIAP inh 4 and mIAP activ 1.
`COc1ccc(/C=N/N2CCN(C3c4ccccc4-c4ccccc43)CC2)cc1O` gave tim10-1 inh 25, TIM10 inh 24, NLRP3 yeast inh 0, mIAP block -2, ATG4B inh -5, hIAP act 0.72, Apaf1 inhib -7, hIAP inh 28 and mIAP activ 1.
For Cc1cc(OCC(=O)OCC(=O)NCc2ccco2)ccc1Cl the results were tim10-1 inh -4, TIM10 inh 0, NLRP3 yeast inh 20, mIAP block 7, ATG4B inh -1, hIAP act 0.92, Apaf1 inhib 6, hIAP inh 8 and mIAP activ 0.93.
Screening O=C1CCC(C(=O)N2CCc3c(Cl)cccc3C2)CN1CCCN1CCOCC1 (centres undefined) returned tim10-1 inh -3, TIM10 inh -2, NLRP3 yeast inh 10, mIAP block 3, ATG4B inh -4, hIAP act 1, Apaf1 inhib -12, hIAP inh -4 and mIAP activ 0.97.

An excerpt from further up:
`O=C(CSc1nnc(SCc2ccc(Cl)cc2)s1)c1ccc2c(c1)OCO2` gave tim10-1 inh -14, TIM10 inh -10, NLRP3 yeast inh 25, mIAP block 15, ATG4B inh 13, hIAP act 1.1, Apaf1 inhib 4, hIAP inh -8 and mIAP activ 0.85.
Cc1ccccc1C(=O)NCCCNC(=O)c1ccccn1 was read as tim10-1 inh -3, TIM10 inh 7, NLRP3 yeast inh 7, mIAP block 6, ATG4B inh -14, hIAP act 1, Apaf1 inhib -2, hIAP inh -1 and mIAP activ 0.94.

Screens (PubChem)
